# EBV gp42 block – inhibitors of Epstein-Barr virus glycoprotein 42; Fluorescence polarization binding assay, mP read-out; inhibition, % (tested at 21.74 µM); Q1HVG2; actives 0.42% (n = 220,000); in the data active means inhibition above about 50%
# Target sequence (Q1HVG2 whole entry, looked up): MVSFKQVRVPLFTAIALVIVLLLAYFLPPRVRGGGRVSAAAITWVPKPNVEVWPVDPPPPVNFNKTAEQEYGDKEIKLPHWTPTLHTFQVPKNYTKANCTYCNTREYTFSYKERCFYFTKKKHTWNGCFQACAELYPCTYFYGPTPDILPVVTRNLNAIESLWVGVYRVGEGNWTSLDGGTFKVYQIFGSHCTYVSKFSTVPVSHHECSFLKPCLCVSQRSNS
# RBBP9 inhibitor – blocks human serine hydrolase RBBP9; O75884; recombinant RBBP9, FP-Rh probe fluorescence polarization; inhibition, % at 7.94 µM; actives 0.2% (n = 220,000); AID 1515;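 active means inhibition above the campaign mean of all tested compounds plus 3 SD, cut at about 14% in these data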;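 further: plate controls were DMSO wells with RBBP9 for no effect and wells lacking RBBP9 protein for full effect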
# Target sequence (O75884 whole entry, looked up): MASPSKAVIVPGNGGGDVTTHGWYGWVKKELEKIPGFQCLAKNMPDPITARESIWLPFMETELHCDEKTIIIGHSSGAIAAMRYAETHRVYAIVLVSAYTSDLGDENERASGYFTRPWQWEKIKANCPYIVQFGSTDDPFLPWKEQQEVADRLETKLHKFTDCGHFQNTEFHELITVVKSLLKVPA
#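 system = RBBP9 protein | input = RBBP9 at 2.5 µM in dispensed solution, before mixing | measured by = fluorescence polarization (mP), excitation 525 nm, emission 598 nm | incubation = enzyme-compound preincubation 30 min, then probe labeling 45 min, 25 °C | buffer or medium = Tris-NaCl-Pluronic buffer, pH 8.0 | compound = single dose 7.94 µM | also added = FP-Rh probe, 375 nM dispensing solution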
# Tb hexokinase – blocks Trypanosoma brucei hexokinase 1 activity. recombinant TbHK1, G6PDH-coupled NADH A340. AID 1430. inhibition, % at 10 µM. actives 0.11% (n = 220,000);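 active means inhibition of 50% or more in the single-dose primary screen; inactive means inhibition below 50%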
# Runt-SMMHC FRET – blocks binding of human RUNX1 Runt domain to CBFb-SMMHC | Cerulean-Runt/Venus-CBFb-SMMHC FRET ratio 530/480, 1 h | Q01196+Q13951 | inhibition, % at 20 µM | actives 0.74% (n = 220,000) | AID 1434;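 active means mean inhibition across duplicate retests at 20 µM reaching about 50%, limit read from the data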;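 further: 0% = DMSO wells and 100% = wells with excess untagged CBFb-SMMHC; inhibitors lower the FRET ratio by blocking Runt binding to CBFb-SMMHC; some results filed as inactive read as strong as hits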
# Target sequence (Q01196 whole entry, looked up, the tested form may be a part): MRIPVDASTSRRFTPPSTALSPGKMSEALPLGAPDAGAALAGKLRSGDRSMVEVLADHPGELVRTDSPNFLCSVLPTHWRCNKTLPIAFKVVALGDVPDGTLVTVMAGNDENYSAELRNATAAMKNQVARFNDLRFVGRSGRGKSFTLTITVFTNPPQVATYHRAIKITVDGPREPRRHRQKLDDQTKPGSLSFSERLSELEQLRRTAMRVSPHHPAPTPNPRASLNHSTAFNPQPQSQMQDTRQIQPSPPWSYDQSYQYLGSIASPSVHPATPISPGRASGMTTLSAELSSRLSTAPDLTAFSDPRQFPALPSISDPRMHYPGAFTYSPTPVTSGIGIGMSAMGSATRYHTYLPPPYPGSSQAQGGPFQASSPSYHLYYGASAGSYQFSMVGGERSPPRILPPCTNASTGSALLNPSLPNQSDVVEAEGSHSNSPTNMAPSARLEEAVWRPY
# Target sequence (Q13951 whole entry, looked up, the tested form may be a part): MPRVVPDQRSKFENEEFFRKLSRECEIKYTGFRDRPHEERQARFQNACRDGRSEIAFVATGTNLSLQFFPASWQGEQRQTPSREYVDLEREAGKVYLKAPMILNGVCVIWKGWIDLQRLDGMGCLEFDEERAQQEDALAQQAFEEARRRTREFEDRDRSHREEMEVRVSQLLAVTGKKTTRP
# p47phox inh – p47phox (human) inhibition. P14598. p47phox/p22phox peptide binding, fluorescence polarization, 2 h. inhibition, % at 24.7 µM. actives 0.53% (n = 220,000);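 active means inhibition above about 30%, limit read from the data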;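 further: 0% = p47phox with labelled peptide and 100% = labelled peptide alone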
# Furin inhibitor – inhibitors of human furin; actives 0.061% (n = 220,000); P09958; inhibition, % at 30 µM; purified furin, fluorogenic substrate cleavage; in the data active means inhibition above about 25%; further: inactives centre near -15
# p97 ATPase inh – blocks human p97 ATPase activity; recombinant p97 ATPase, Kinase-Glo ATP luminescence, 3 h; inhibition, % at 8 µM; actives 0.42% (n = 220,000); in the data active means inhibition above about 15%;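 further: 0% = DMSO vehicle and 100% = wells lacking enzyme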
# Runt-CBFb FRET – blocks binding of human RUNX1 Runt domain to CBFb. Q01196+Q13951. Cerulean-Runt/Venus-CBFb FRET ratio 530/480, 1 h. inhibition, % at 20 µM. actives 0.46% (n = 220,000). AID 1496;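 active means inhibition over about 50% at 20 µM in the single-dose screen, limit read from the data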;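 further: 0% = DMSO wells and 100% = excess unlabeled CBFb competitor control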
#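 test system = Cerulean-Runt domain fusion protein, energy donor | probe or stimulus = Venus-CBFb binding partner, 100 nM | incubation = two 1 h room-temperature incubations shielded from light | detection = fluorescence energy transfer, 422 nm excitation, 530/480 nm emission | measure = loss of energy transfer signal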
# m-calpain inh – blocks pig calpain II enzyme activity; purified calpain II, fluorogenic peptide substrate, 30 min; AID 1236; inhibition, % at 16 µM; actives 0.37% (n = 220,000);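 active means inhibition above about 50%, limit read from the data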
# Active calls of the source: *; i = inactive; . = not tested or not shown; [ ] = remark or other dose.
SMILES,EBV gp42 block,RBBP9 inhibitor,Tb hexokinase,Runt-SMMHC FRET,p47phox inh,Furin inhibitor,p97 ATPase inh,Runt-CBFb FRET,m-calpain inh
Oc1ccccc1-c1nc(N2CCN(Cc3ccccc3)CC2)c2ccccc2n1,-7,-7,-20,-2,-14,-15,3,2,3
C/C(N)=C(/C#N)C(=O)CSc1nc2ccccc2n1CC(C)C,-5,-4,-3,1,-3,-20,-5,-3,1
COc1ccc(-n2cc(-c3ccccc3)c3c(=O)[nH]cnc32)cc1,-12,0,-5,-2,-19,-23,3,-4,3
Cc1ncc(N=Nc2ccccc2)c(-c2ccccc2)n1,-2,-5,-13,4,-6,-2[20 µM],-3,-1,-11
COC(=O)CC(=O)CSc1nc2c(cc1C#N)CCC2,2,24*,-15,32,-2,-8[20 µM],-1,49,i
O=C(CSCc1ccc(Br)cc1)N1CCOCC1,2,8,-4,-6,-3,-17[20 µM],2,4,10
CCC(C)NC(=O)c1ccccc1NC(=O)CN(c1cc(C)ccc1OC)S(C)(=O)=O (centres undefined),-3,-2,-8,-8,-7,-19,-4,-4,-18
COCCN1Cc2cccc(C(=O)Nc3c(C)cccc3C)c2C1=O,-8,-6,-2,0,-6,-5,-7,3,-11
COC(=O)c1nn(-c2ccccc2)c(=O)cc1Oc1ccccc1,-10,-6,1,1,-9,-27,2,-1,-18
O=C(/C=C/c1ccccc1)NNC(=O)c1cccc(Cl)c1,-7,-7,7,2,-7,2,-6,0,-16
Cc1ccc(NC2=C(Cl)C(=O)OC2OC(=O)c2ccc(C)cc2)cc1 (centres undefined),-3,-3,1,0,-33,-19,4,.,25
C=CCn1c(SCc2c(C)noc2C)nnc1C1COc2ccccc2O1 (centres undefined),-16,11,-6,0,-10,-11,-1,-3,-8
CCC(C)NC(=O)Nc1ccc2c(c1)N(C)C(=O)c1ccccc1S2 (centres undefined),1,1,-5,1,-9,-8[20 µM],0,1,-60
O=C(CN1CCOc2ccccc21)N1CCN(c2cccc(Cl)c2)CC1,.,-9,-9,.,.,-24,-2,.,.
COc1ccc(CCNC(=O)c2ccc(CN3CCOCC3)cc2)cc1,2,3,-10,-10,2,-17[20 µM],-5,2,13
CCOc1ccc(NC(=O)CNC(=O)c2cccs2)cc1,3,-2,1,-2,-3,-4,4,-1,-21
Cc1ccccc1-c1nnc(SCC(=O)Nc2ccc3c(c2)OCCO3)n1N,-11,-2,-5,1,0,-14,2,0,-1
CCOC(=O)/C(C)=N/NC(=O)c1cccc([N+](=O)[O-])c1,-17,-10,2,0,4,-29,4,2,-19
COCCNC(=S)N/N=C(\C)c1cccc([N+](=O)[O-])c1,-7,-5,1,2,-11,-17,3,-2,-10
Cc1ccc(OS(=O)(=O)c2cn(C)c(=O)n(C)c2=O)cc1C,-5,1,-2,0,-12,-23,5,0,4
COc1ccc(OCC(O)CN2C(=O)NC(C)(C)C2=O)cc1 (centres undefined),-17,-8,0,-1,6,-25,4,.,18
CCCS(=O)(=O)n1nc(-c2ccc(C)cc2)cc1N,-3,6,5,-2,-2,-5,2,1,-15
c1ccc(CSc2ccc(-c3cccnc3)nn2)cc1,-1,-8,-2,-1,-6,-20,3,-2,-4
N#CC1=C(N)NC(=S)C(C(N)=O)C1c1ccc(Cl)cc1Cl (centres undefined),-7,-7,-3,24,-7,-19,3,41,0
Cc1nc(SCC(=O)N2CCOCC2)c2ccsc2n1,-24,-4,-5,0,-12,-24,1,0,-3
COc1ccc(NC(=O)/C=C/c2ccccc2)cn1,3,-3,-6,-2,-6,12,2,0,4
Cc1ccc(C(=O)Nc2nc(=O)n(C(=O)c3ccccc3C)s2)cc1,-6,0,-6,-2,-10,-12[20 µM],-2,-1,25
CC(=O)Nc1ccc(C)c([N+](=O)[O-])c1,-10,-1,-7,-2,-10,-17,3,1,-24
S=c1nc(C2COc3ccccc3O2)[nH][nH]1 (centres undefined),-29,-1,0,12,-1,-25,4,46,-6
Cc1nc2ccc(S(=O)(=O)Nc3cccc(-c4nc5cccnc5s4)c3C)cc2s1,-10,3,-2,-2,-41,-5,6,-2,-53
Cc1cc(C)n(-c2ccc(C(=O)OCc3ccccc3)cc2)n1,-12,-11,-7,2,-76,-17,-3,-1,11
O=C(CN1CCOCC1)Nc1ncc(Cc2cccc3ccccc23)s1,-6,-3,-6,1,2,-30[20 µM],-3,-2,-27
COc1ccc(C(=O)Sc2ccc(Cl)cc2)cc1OC,-11,1,-1,-1,-11,-15[20 µM],12,3,7
CC(=O)CC(=O)Nc1ccc(Nc2ccccc2)cc1,8,-17,-10,1,-7,5,2,-1,-10
CCC(C)N(CCNC(=O)CC1Oc2ccc(C)cc2NC1=O)C1CCCCC1 (centres undefined),-1,-9,-2,1,-14,-30,-4,0,1
Cn1c(C(=O)O)c(CC(=O)Nc2ccccc2F)c2ccccc21,-23,8,-1,0,-16,-8[20 µM],3,-2,-6
CCc1ccc2c(c1)C(c1ccc([N+](=O)[O-])cc1)=NNC(c1ccccc1)=N2,-11,1,15,2,5,-11,0,-1,5
COc1ccc(/C=N/n2c(C)cc(C)cc2=O)cc1,1,0,-2,-7,2,-10,0,2,23
COc1ccc(OCC(=O)N/N=C/c2ccc(N(C)C)cc2)cc1,1,-7,-26,7,-9,-11,1,0,-271
COc1c(C)cc(C(=O)C2CCCN(C(=O)c3snnc3C)C2)cc1C (centres undefined),-3,-2,2,-4,1,-26,2,0,-5
Cc1cc(C)c2nc(N3CCCC(C(=O)NCCN4CCOCC4)C3)sc2c1 (centres undefined),-3,1,0,-3,-6,-12,0,-1,-40
O=C(Cn1cnc2ccccc21)N/N=C/c1ccccc1[N+](=O)[O-],-17,0,-9,-4,-5,-20,7,0,21
CC(NC(=O)Cc1ccc([N+](=O)[O-])cc1)c1ccc2c(c1)OCO2 (centres undefined),-12,-6,-8,0,-9,-34,4,1,-7
COc1ccc(C(=O)N2CCC(C(=O)Nc3ccccc3C)CC2)cc1OC,-21,-4,1,1,-9,-25,2,1,-13
Cc1nc(NC(=S)NC(=O)COc2ccccc2Cl)ccc1Br,-2,0,-2,-1,6,-13,4,1,1
COCCNC(=O)c1c[nH]c2cc(OC)c(OC)cc2c1=O,-10,5,1,3,5,-14,0,0,-17
O=C(NCCCN1CCN(c2ccc(F)cc2)CC1)Nc1ccc([N+](=O)[O-])cc1,12,-7,-15,1,3,1,-3,0,14
O=C(c1ccc2c(c1)OCCCO2)c1cccs1,10,-9,-9,-2,2,-5,6,-2,20
CCOC(=O)c1nc(C)sc1-c1ccnn1S(=O)(=O)c1ccccc1C(F)(F)F,-2,5,-16,-8,2,-1,2,0,-16
CCCCc1nc2ccccc2c(N)c1CCC (tested in a mixture with another compound),-12,-6,-12,-3,-8,-12,-3,-1,25
CCOC(=O)CSc1nc(N)nc(C)c1Br,-25,-11,-1,2,-6,-16,4,1,5
Cc1ccc(Cn2nc(C)c(NC(=O)c3nn(C)cc3Cl)c2C)cc1,-7,0,0,3,-4,25*[20 µM],1,0,11
Cc1nnc(SCc2cc(=O)n3[nH]cnc3n2)s1,4,-1,7,0,7,-18[20 µM],4,2,15
Cc1ccc(-c2ccc(S(=O)(=O)N3CCN(C)CC3)cc2)cc1,-22,-7,-3,-2,5,-27,2,1,-2
Cc1cc(N2CC(C(=O)NCc3cccs3)CC2=O)ccc1C(C)C (centres undefined),-23,3,-6,-2,-9,-21[20 µM],2,1,5
CCn1c(SCC(=O)Nc2nnc(C)s2)nc2c(c1=O)SC(C)C2 (centres undefined),-15,-3,-10,1,4,-13,5,-2,5
COCc1[nH][nH]c(=O)c1C=Nc1ccc(C(F)(F)F)cc1,-2,-5,-5,0,6,-20,4,1,1
Cc1ccc(C(=O)N/C(=C\c2cccs2)C(=O)NC2CCCCC2)cc1,-21,-11,-7,-6,-5,-15[20 µM],7,0,-2
Cc1cc(C)n(CC2CC(=O)N(c3ccc(C)c(Cl)c3)C2=O)n1 (centres undefined),-5,5,2,4,-6,-8,-2,0,3
COc1cc(C(=O)Nc2ccc(S(=O)(=O)Nc3ncccn3)cc2)c([N+](=O)[O-])cc1OC,6,-5,-4,4,-13,-31,1,2,-3

# Filtered by structure: the entries above with bromine.
SMILES,EBV gp42 block,RBBP9 inhibitor,Tb hexokinase,Runt-SMMHC FRET,p47phox inh,Furin inhibitor,p97 ATPase inh,Runt-CBFb FRET,m-calpain inh
O=C(CSCc1ccc(Br)cc1)N1CCOCC1,2,8,-4,-6,-3,-17[20 µM],2,4,10
Cc1nc(NC(=S)NC(=O)COc2ccccc2Cl)ccc1Br,-2,0,-2,-1,6,-13,4,1,1
CCOC(=O)CSc1nc(N)nc(C)c1Br,-25,-11,-1,2,-6,-16,4,1,5

# By substructure: those above containing a cyano group (3)
SMILES,EBV gp42 block,RBBP9 inhibitor,Tb hexokinase,Runt-SMMHC FRET,p47phox inh,Furin inhibitor,p97 ATPase inh,Runt-CBFb FRET,m-calpain inh
C/C(N)=C(/C#N)C(=O)CSc1nc2ccccc2n1CC(C)C,-5,-4,-3,1,-3,-20,-5,-3,1
COC(=O)CC(=O)CSc1nc2c(cc1C#N)CCC2,2,24*,-15,32,-2,-8[20 µM],-1,49,i
N#CC1=C(N)NC(=S)C(C(N)=O)C1c1ccc(Cl)cc1Cl (centres undefined),-7,-7,-3,24,-7,-19,3,41,0

# New compounds follow
SMILES,EBV gp42 block,RBBP9 inhibitor,Tb hexokinase,Runt-SMMHC FRET,p47phox inh,Furin inhibitor,p97 ATPase inh,Runt-CBFb FRET,m-calpain inh
CCN(C(=O)c1cc2cc(OC)ccc2oc1=O)c1ccccc1,-8,-9,4,0,-8,-22[20 µM],-6,1,-43
COc1cc(C(=O)NCCc2cn3ccc(C)cc3n2)cc(OC)c1OC,2,-9,-8,-1,-9,-17,-2,0,-16
CCOc1ccccc1OCCCC(=O)N1CCN(S(=O)(=O)c2cccc(F)c2)CC1,-2,-5,-6,1,-15,-16,1,-2,6
CC(C)n1c(SCC(=O)N2CCCC2)nc2c1c(=O)n(C)c(=O)n2C,-8,-8,0,5,-5,-19,3,0,-52
COc1ccc(CCNC(=O)c2ccc(CNS(=O)(=O)c3cc(C)ccc3C)cc2)cc1OC,-13,-7,-10,-3,-1,-6[20 µM],0,0,-16
CCOc1ccc(C2C(C(=O)O)c3ccccc3C(=O)N2CCN2CCOCC2)cc1 (centres undefined),-16,-10,-1,-9,1,-24,5,-2,-20
Cc1cc(C)n(-c2nc3c(c(=O)[nH]c(=O)n3C)n2CC(O)c2ccccc2)n1 (centres undefined),-19,-10,4,-23,-4,-8[20 µM],-5,0,-21
CCOC(=O)CCCCC(=O)c1[nH]c(=O)[nH]c1CSCCO,-10,4,-12,-2,-14,-17[20 µM],2,-1,-20
O=C(COC(=O)CCc1nc2ccccc2c(=O)[nH]1)NC(c1ccccc1)c1ccccc1,-32,3,-8,0,-30,-17,2,2,7
Cc1ccc2nc(C)c3c(c2c1)N(c1ccc(F)cc1)CC3,-10,-1,-23,-6,-5,-7,5,-1,-32
C=CCn1c(SCC(=O)N(CC)CC)nc(O)cc1=O,-15,-8,-1,2,-23,-11,-3,-2,-17
Cn1c(=O)[nH]c(=O)c2c1nc1n2CC(COc2ccc3ccccc3c2)O1 (centres undefined),-9,-6,-10,1,-1,-9,8,0,-27
CC(=O)c1ccc(NC(=O)C2CC(=O)N(C(C)C)C2)cc1 (centres undefined),-6,-3,-2,1,-6,-23,3,1,-2
